Bioassay records: PubChem BioAssay, several laboratories
dFosB activator: activators of mouse delta FosB homodimer. purified delta FosB, TAMRA-CDK5 oligo fluorescence polarization; percent of positive-control signal above neutral wells. activation, % at 25 µM. 340,000 compounds, 0.99% hits. P13346;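 active = mean activation above about 17%, with every replicate also reaching it, limit read from the data, passing the limit was not always enough; inconclusive = only one of the two conditions met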;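 also: fluorescence polarization rise as delta FosB binds a TAMRA Cdk5 AP-1 oligo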
Target sequence (P13346 whole entry, looked up): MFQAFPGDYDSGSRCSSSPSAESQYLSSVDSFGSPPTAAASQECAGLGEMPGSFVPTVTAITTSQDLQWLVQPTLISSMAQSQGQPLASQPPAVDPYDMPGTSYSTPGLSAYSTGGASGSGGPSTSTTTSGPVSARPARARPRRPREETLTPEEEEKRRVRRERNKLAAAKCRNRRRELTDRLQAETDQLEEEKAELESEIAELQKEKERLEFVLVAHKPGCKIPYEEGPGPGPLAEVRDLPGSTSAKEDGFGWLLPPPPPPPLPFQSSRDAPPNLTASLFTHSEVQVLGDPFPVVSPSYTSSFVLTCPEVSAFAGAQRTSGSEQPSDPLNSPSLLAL
CAL PDZ FP-1: blocks peptide binding to the human CAL PDZ domain; Q9HD26; purified CAL PDZ, TMR-peptide fluorescence polarization, 1 h; inhibition, % at 24.9 µM; 300,000 compounds, 0.92% hits; AID 602252;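 active = mean inhibition of at least 30% with at least half of replicates also reaching 30%; inconclusive = no clear call, values can overlap the other calls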;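 also: 0% = DMSO neutral control and 100% = excess unlabeled competitor peptide PRC23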
V-ATPase pH: alters yeast V-ATPase proton transport; response, % at 10 µM; S. cerevisiae, pHLuorin cytosolic pH fluorescence; AID 504577; 350,000 compounds, 0.37% hits; in the data active = response mostly above about 7.3%, no sharp cut-off; inactive = mostly below about 5.4%; also: actives read high; inactives centre near 0; some compounds called inactive have numbers as strong as hits
Rtt109 HAT inh: blocks Candida albicans Rtt109/Vps75 acetyltransferase activity. inhibition, % at 34.9 µM. purified Rtt109/Vps75, ThioGlo CoA-SH fluorescence, 4 h. Q5AAJ8. AID 540336. 330,000 compounds, 0.16% hits;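 active = inhibition of at least 50% in every replicate; inconclusive = best replicate reaches 50% inhibition but some replicates fall short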
Target sequence (Q5AAJ8 whole entry, looked up): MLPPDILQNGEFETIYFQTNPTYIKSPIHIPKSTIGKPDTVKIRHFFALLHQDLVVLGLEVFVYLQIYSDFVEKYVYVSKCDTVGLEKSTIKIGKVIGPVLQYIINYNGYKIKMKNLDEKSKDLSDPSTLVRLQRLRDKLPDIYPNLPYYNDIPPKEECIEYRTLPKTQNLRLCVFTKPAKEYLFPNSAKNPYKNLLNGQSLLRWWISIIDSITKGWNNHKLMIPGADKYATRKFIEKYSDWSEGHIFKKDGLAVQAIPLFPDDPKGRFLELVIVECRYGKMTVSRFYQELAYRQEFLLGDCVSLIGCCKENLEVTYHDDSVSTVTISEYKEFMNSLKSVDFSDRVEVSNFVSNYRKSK
CDK5 p35 inh: blocks human CDK5/p35 kinase activity. 330,000 compounds, 0.01% hits. AID 488839. Q00535+Q15078. Recombinant CDK5/p35, ADP-Glo luminescence, 60 min. inhibition, % at 10 µM;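 active = highest replicate inhibition of at least 50% and at least 75% of replicates reaching 50%; inconclusive = only one of the two criteria met; inactive = both criteria failed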;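 also: plate controls were DMSO neutral control for no effect and GW8510 at 10 µM for full effect; many of its hits are not listed in these tables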
CAL PDZ FP-2: blocks peptide binding to human CAL PDZ domain | Q9HD26 | inhibition, % at 20 µM | purified CAL PDZ, TMR-peptide fluorescence polarization, 1 h | 330,000 compounds, 0.02% hits | AID 504414;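 active = highest replicate inhibition of at least 40%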;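 also: plate controls were DMSO neutral control wells for no effect and unlabeled competitor peptide control wells for full effect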
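Test system: tagged CAL PDZ domain / Buffer or medium: sodium phosphate/NaCl buffer pH 7.4 with TCEP, IgG, Thesit / Reagent: TMR-labelled reporter peptide T*-PRC34 bound in PDZ groove / Compound dosing: single point, 20 µM / Schedule: 1 h incubation at room temperature before polarization reading / Technique: fluorescence polarization (mP) / Benchmarks: unlabelled peptide, DMSO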
MITF TRPM1 HTS: MITF TRPM1 promoter activation in melanoma cells; SK-MEL-5 TRPM1-promoter luciferase, 24 h; % of positive control, neutral wells = 0; activation, % at 12.5 µM; 300,000 compounds, 0.75% hits;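 active = mean activation of at least 80% with every replicate also reaching 80%; inconclusive = mean reaches 80% but some replicate falls short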;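 also: 0% = neutral control wells and 100% = parthenolide positive control wells; values of inactives mirror those of a sister screen read the other way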
Tat transport: inhibitors of E. coli Tat protein transport | AID 488895 | inhibition, % at 10 µM | E. coli MC4100 TorA-mCherry Tat export, fluorescence | 340,000 compounds, 0.036% hits;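 active = mean replicate inhibition at least 50% and at least half of replicates individually reaching 50%; inconclusive = only one of the two criteria met; inactive = neither criterion met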;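 also: exported cargo escapes ClpAP degradation while cytoplasmic cargo is degraded and loses fluorescence; 0% = median of neutral control wells and 100% = median of NaSCN control wells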
cardiac RTF act: increases calcium sensitivity of human cardiac regulated thin filaments | 340,000 compounds, 0.24% hits | AID 493008 | activation, % at 7.2 µM | IANBD-labeled TnC RTF fluorescence at EC20 calcium; 0% EC20 calcium, 100% full calcium;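 active = activation above the mean over all tested compounds plus 3 SD, cut at about 30% in these data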;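 also: rise in fluorescence read as greater calcium sensitivity of cardiac thin filaments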
Wnt bcat act: Wnt/beta-catenin pathway activation. Wnt/beta-catenin reporter cell assay, activator, plate reader. 300,000 compounds, 1.2% hits. activation, % at 9.35 µM. AID 743398; in the data active = activation above about 30%, passing the limit was not always enough; inconclusive = no clear call, values can overlap the other calls;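 also: 0% = neutral control wells and 100% = positive control wells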
Starred values were filed as active, the others as inactive; ? = inconclusive; . = no result given.

SMILES | dFosB activator | CAL PDZ FP-1 | V-ATPase pH | Rtt109 HAT inh | CDK5 p35 inh | CAL PDZ FP-2 | MITF TRPM1 HTS | Tat transport | cardiac RTF act | Wnt bcat act
O=C(Nc1nonc1NC(=O)C1CCCCC1)C1CCCCC1 | -6 | 9 | 2 | 1 | -0.7 | -1.7 | -7 | -5 | 3 | -3
O=C(Nc1nccs1)c1ccccc1[N+](=O)[O-] | 5 | 1 | 3 | -2 | -0.1 | -0.3 | 3 | -3 | -5 | -2
COc1ccc(S(=O)(=O)NCCc2c(C)nn(C)c2Oc2ccccc2)cc1 | 3 | -7 | 8 | -3 | -1.1 | -0.7 | -7 | 4 | 0 | -3
Cc1ccc(C(C(=O)NC2CCCCC2)N2CCOCC2)cc1 (stereo unspecified) | -7 | 6 | 2 | -5 | 1.6 | -0.5 | 9 | -9 | -3 | .
Cc1cc(C)c(C#N)c(N2CCN(C(=O)C3COc4ccccc4O3)CC2)n1 (stereo unspecified) | -6 | -5 | -2 | 13 | -0.8 | -0.8 | 9 | 0 | 1 | -3
CO[C@H]1/C=C/O[C@@]2(C)Oc3c(C)c(O)c4c(O)c(c(C=NN5CCN(C)CC5)c(O)c4c3C2=O)NC(=O)/C(C)=C\C=C\[C@H](C)[C@H](O)[C@@H](C)[C@@H](O)[C@@H](C)[C@H](OC(C)=O)[C@@H]1C | -10 | 0 | -1 | -5 | 0.7 | -0.4 | 1 | 78* | 1 | -3
COC(=O)c1cc2sccc2n1CC(=O)N1CCCc2ccccc21 | -9 | -1 | -5 | -19 | -0.6 | -2.4 | 8 | -1 | -6 | 4
O=C(CN1CCN(C(=O)c2ccco2)CC1)Nc1cccc(S(=O)(=O)N2CCCC2)c1 | 3 | 22 | 0 | 5 | 0.0 | -1.9 | -6 | -1 | -2 | 0
COc1ccc(-c2cc(C(F)(F)F)nc(-n3cncn3)n2)cc1 | -22 | -1 | -2 | 0 | 1.6 | -0.7 | -4 | 4 | -4 | -6
CCN(Cc1ccccc1)Cc1c(C)[nH]c2c(C)c(C)ccc2c1=O | 1 | -1 | -2 | -23 | 1.2 | -0.8 | 4 | 1 | 1 | -5
CCOC(=O)CSc1nc2c(c(=O)[nH]1)C(C)(CC)Cc1ccccc1-2 (stereo unspecified) | -12 | . | -2 | 4 | 1.5 | -3.3 | -14 | 14 | 3 | 1
COc1ccc(S(=O)(=O)N2CC(=O)Nc3ccccc32)cc1Cl | -10 | 9 | 1 | -6 | 0.0 | -0.4 | -15 | -1 | 7 | 0
O=C(COC(=O)C1CC1)NC(=O)c1ccccc1 | -1 | . | 1 | -7 | -2.2 | 1.0 | 6 | -6 | 2 | -2
CCCC(=O)Nc1nnc(-c2ccc3c(c2)OCCO3)o1 | -9 | 13 | -3 | -3 | 1.4 | -0.4 | 8 | -8 | 0 | 5
CC(NC(=O)CN(c1ccc(Cl)cc1)S(C)(=O)=O)c1ccccc1 (stereo unspecified) | 7 | 9 | 3 | -2 | -0.2 | -0.1 | . | -4 | 1 | 3
N#Cc1c(Nc2ccc(F)cc2)sc(C(=O)c2ccccc2)c1N | -14 | -1 | 1 | 0 | -1.2 | -2.6 | -12 | 7 | 0 | .
Cn1c(SCC(=O)NNC(=O)c2ccc(Cl)cc2)nnc1-c1cccnc1 | -5 | -4 | 1 | . | 1.6 | -0.2 | 1 | -5 | 6 | 0
CCC(=O)c1ccc(OCC(O)CNC(C)c2ccccc2)cc1 (stereo unspecified) | 0 | 7 | 2 | 7 | -2.7 | 0.0 | -7 | 1 | 6 | .
Cc1onc(-c2c(F)cccc2Cl)c1C(=O)Nc1cccc(S(=O)(=O)NC2=NCCC2)c1 | -5 | -1 | 7 | -4 | -1.4 | -1.4 | -9 | 5 | 3 | 0
CC(=O)Nc1ccc(CN2CCCC(CO)(Cc3ccccc3C)C2)cc1 (stereo unspecified) | -6 | -2 | 1 | -2 | -3.5 | -1.3 | -3 | 0 | 7 | -1
O=C1/C(=C/c2cccs2)SC(=S)N1N1CCOCC1 | -5 | . | 3 | -4 | 0.8 | -0.5 | 15 | 4 | 2 | 3
CN(C)S(=O)(=O)c1ccc(C(=O)OCCCN=C2NS(=O)(=O)c3ccccc32)cc1 | -1 | . | 5 | 1 | -0.7 | -0.2 | 3 | -7 | 0 | -2
O=C(c1ccccc1)c1nc2c(n1O)CCCCC2 | 6 | -3 | 1 | -7 | -1.7 | 0.1 | 3 | -8 | 1 | 5
CCn1c(CC(=O)Nc2ccccc2OC)nnc1SCC(=O)Nc1ccccc1F | -10 | -3 | 7 | 0 | -0.1 | -0.3 | -2 | -1 | 1 | 0
CCOc1ccc(C2c3c(oc4ccccc4c3=O)C(=O)N2CCCN2CCOCC2)cc1OCC (stereo unspecified) | 3 | -1 | -2 | -10 | 1.1 | -2.5 | 6 | 10 | -1 | -2
CCOC(=O)/C(=N\Nc1ccccc1)c1csc(Nc2ccc(C)cc2)n1 | -1 | 0 | -4 | -6 | -5.6 | -0.6 | 4 | 11 | 6 | 2
COc1ccc(-c2ncc(CN3CCN(CCC(C)C)C(CCO)C3)cn2)cc1 (stereo unspecified) | -6 | 93* | -2 | -4 | -2.3 | -1.7 | 13 | 0 | 0 | 2
Fc1ccccc1OCCCCCN1CCCC1 | 5 | -7 | -2 | -2 | 2.2 | -1.1 | 13 | 5 | 4 | 0
CCCN1C(=O)/C(=C/c2c(N3CCNC(=O)C3CC(=O)OCC)nc3c(C)cccn3c2=O)SC1=S (stereo unspecified) | -61 | . | 2 | 0 | 1.2 | 0.0 | . | 21 | 130* | .
CCc1ccc(N2CC(C(=O)N3CCN(c4ccccn4)CC3)CC2=O)cc1 (stereo unspecified) | -5 | -1 | 0 | -7 | 0.5 | 0.3 | 1 | ? | -8 | -4
COc1ccc(NC(=S)NC2CCCCCC2)c(OC)c1 | 1 | -7 | -1 | 0 | 0.4 | -0.5 | 6 | -1 | -6 | 6
Cc1nn(CC(=O)N2CCCC2)c(=O)c2nn(-c3ccccc3)c(C)c12 | -8 | -2 | 3 | 2 | -3.1 | 0.3 | 2 | 0 | -4 | 0
CCOC(=O)c1ccc(NC(=S)N2CCC(C(N)=O)(N3CCCCC3)CC2)cc1 | -4 | -5 | 0 | -3 | -0.4 | -2.6 | 7 | -8 | 2 | -1
COC(=O)C1=C(C(=O)OC)[C@@H]2N(C)c3ccc(OC)cc3[C@@]23C[C@@H](C(=O)OC)N(S(=O)(=O)c2ccc(OC)cc2)C3=N1 | -2 | 2 | 1 | -9 | -9.2 | 1.5 | 7 | -10 | 1 | 1
O=C(Nc1ccc(Br)cc1F)c1ccc2c(c1)N(Cc1ccccc1)C(=O)CS2=O (stereo unspecified) | -18 | . | 3 | 1 | 0.0 | -2.5 | . | 0 | 2 | -2
O=S(=O)(c1cccc(C(F)(F)F)c1)N1CCC(c2nc3ccccc3[nH]2)CC1 | -3 | -2 | -4 | -10 | -0.3 | -2.7 | -11 | -13 | -5 | -2
COc1ccc(OC)c(NS(=O)(=O)c2cccc3cccnc23)c1 | -6 | -3 | -1 | -15 | -1.6 | 0.1 | -7 | -7 | -3 | -4
COc1ccccc1OCCNC(=O)c1ccccc1C | 5 | 1 | 0 | 3 | 2.8 | -1.8 | 21 | -3 | 0 | -13
COc1ccc(OC)c(NC(=O)CSc2ncnc3c2cnn3-c2ccccc2Cl)c1 | -8 | -5 | 2 | 3 | -0.3 | -1.1 | -27 | -13 | 0 | .
O=S(=O)(Cc1ccccc1)N1CCN(c2ncccn2)CC1 | -2 | -1 | 2 | -2 | -0.5 | -0.7 | 0 | -4 | -5 | 1
O=C(Nc1cc(Cl)ccc1N1CCOCC1)C1CC1 | -1 | . | -2 | 2 | 0.2 | -0.4 | -6 | 2 | 4 | 1
CC(C)CCn1c(CN2CCN(c3cccc(Cl)c3)CC2)nc2c1c(=O)n(C)c(=O)n2C | -14 | . | -1 | -1 | -0.1 | -3.7 | . | 4 | -3 | ?
CCn1ncc(C2=NOC(C(=O)Nc3ccc4c(c3)OCO4)C2)c1C (stereo unspecified) | 0 | 0 | -1 | -4 | -0.8 | -0.7 | -1 | -2 | 4 | .
CCC(c1nnc(SCC(=O)NC2CCCCC2)n1Cc1ccccc1)N(C)C (stereo unspecified) | -8 | -6 | -1 | 5 | 0.7 | -2.3 | -3 | 3 | -10 | -2
Cc1nn(-c2ccc(F)cc2)c(C)c1CN1CCN(Cc2ccccc2)C(CCO)C1 (stereo unspecified) | -13 | . | 1 | ? | 1.1 | -0.8 | -8 | 1 | 7 | -1
Cc1ccc(N2C(=O)c3ccccc3C2C(=O)c2ccc(O)cc2O)cc1 (stereo unspecified) | -8 | -4 | . | . | 2.0 | -2.9 | -7 | 5 | -8 | 17
Cc1cccc(N(CC(=O)NCCC2=CCCCC2)S(C)(=O)=O)c1C | -7 | . | -2 | 12 | 0.5 | -0.8 | 2 | -5 | 0 | .
COCCSc1ccccc1C(=O)Nc1ccc2c(c1)OCO2 | 0 | . | 4 | 0 | -6.6 | -0.8 | -5 | -6 | 5 | 1
O=C(COC(=O)CN1C(=O)c2ccccc2C1=O)Nc1cccc(F)c1 | -7 | 1 | 2 | 0 | 0.4 | -0.6 | -3 | 2 | 3 | 1
Cc1ccc(N2C(=O)CC(NCc3ccc4c(c3)OCO4)C2=O)cc1Cl (stereo unspecified) | 2 | -3 | 5 | -12 | -0.4 | -0.3 | 2 | -2 | 3 | .
COc1ccccc1C(=O)Nc1nsc(-c2ccccc2)n1 | -23 | -5 | -1 | 18 | 0.8 | -2.0 | ? | 1 | 3 | ?
COc1ccc(Oc2ccc(S(=O)(=O)N3CCCCC3)cc2S(=O)(=O)N2CCCCC2)cc1 | -2 | 0 | 2 | 3 | -2.4 | -2.3 | -6 | -2 | 6 | 16
COc1ccccc1OCCNc1nc2c(c(=O)n(C)c(=O)n2C)n1C | -4 | -1 | 3 | -8 | 1.5 | -1.1 | -1 | 6 | -5 | .
O=C(Nc1nncs1)c1cc(-c2ccco2)nc2ccccc12 | -10 | . | 3 | 0 | -2.5 | 0.0 | -2 | 5 | -5 | -1
Cn1nc(C(=O)N2CCN(S(=O)(=O)/C=C/c3ccccc3)CC2)c2ccccc2c1=O | -8 | -3 | 4 | 5 | 2.9 | -1.6 | -2 | 2 | 0 | -2

Gathered by group: those above containing a cyano group
SMILES | dFosB activator | CAL PDZ FP-1 | V-ATPase pH | Rtt109 HAT inh | CDK5 p35 inh | CAL PDZ FP-2 | MITF TRPM1 HTS | Tat transport | cardiac RTF act | Wnt bcat act
Cc1cc(C)c(C#N)c(N2CCN(C(=O)C3COc4ccccc4O3)CC2)n1 (stereo unspecified) | -6 | -5 | -2 | 13 | -0.8 | -0.8 | 9 | 0 | 1 | -3
N#Cc1c(Nc2ccc(F)cc2)sc(C(=O)c2ccccc2)c1N | -14 | -1 | 1 | 0 | -1.2 | -2.6 | -12 | 7 | 0 | .
